Compound activity (PubChem)
CD40 NFkB inh: CD40 pathway inhibition in BL2 cells. hit rate 0.94% among 83,000. inhibition, % at 10 µM. BL2 NF-kB luciferase reporter, CD40L-induced, 4 h;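 active = mean inhibition of at least 50% with a set share of replicates also reaching that level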;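 note: 0% = neutral control wells and 100% = IKK inhibitor VII at 50 µM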
Active calls of the source: *; & = joins results of further samples; ! = a repeat was not active; [ ] = another dose, or the depositor's remark. The list is partial. The share of hits here may be higher or lower than overall.

CD40 NFkB inh | molecule
-110 | O=C(Nc1ccccc1Cl)c1ccc(-c2ccccn2)s1
-7[25 µM] | CC(=O)N1[C@@H]2Cn3c(cccc3=O)[C@H]1[C@@H](C(=O)NC1CCCC1)[C@@H]2CO
-3 | CN1C(=O)c2ccccc2Sc2ccc(NC(=O)N3CCCC3)cc21
14 | OCCC1CN(Cc2cnc(-c3ccccc3)s2)CCN1CCc1ccccc1 (stereo unspecified)
13 | O=C(Nc1cccnc1)C1CCCN(c2ncnc3c2nc2n3CCCCC2)C1 (stereo unspecified)
1[25 µM] | CCCN(C)C[C@H]1Oc2cc(/C=C/c3ccccc3)ccc2S(=O)(=O)N([C@H](C)CO)C[C@@H]1C
-7[25 µM] | CO[C@@H]1CN(C)C(=O)c2cccc(C#N)c2OCC[C@@H]2CC[C@@H](OC)[C@@H](CN(C)C(=O)[C@H]1C)O2
-2&15 | O=C(Nc1ccccc1)N1C[C@@H]2N[C@H](C1)C2c1ccc(-c2ccccc2)cc1 (stereo partly specified)
15 | c1ccc(Cc2noc(CN3CCN(Cc4ccc5c(c4)OCO5)CC3)n2)cc1
0 | COc1ccc(CNC(=O)CCSc2ccc(F)cc2)cc1OC
-59 | O=C(NCCc1ccc(F)cc1)c1n[nH]c2ccccc12
11 | O=C(c1ccc(F)c(S(=O)(=O)N2CCOCC2)c1)N(CCc1ccccc1)Cc1ccccc1
13 | CC1CCC(C(C)C)C(OP(=O)(c2ccccc2)C(O)c2ccncc2)C1 (stereo unspecified)
-1 | CC(C)Oc1ccc(S(=O)(=O)N2CCCCC2)cc1NC(=O)CN1C(=O)NC2(CCCC2)C1=O
0 | CCOc1ccccc1CN1CCNC(=O)C1CC(=O)NCCC1=CCCCC1 (stereo unspecified)
-9[25 µM] | CN1C(=O)c2cc(NC(=O)Nc3ccccc3Cl)ccc2OC[C@@H]2O[C@H](CC(=O)NCCCN3CCOCC3)CC[C@@H]21
-3 | COc1ccc(-c2nn(-c3ccccc3)cc2CNCc2cccnc2)c(F)c1
-1 | CC(=O)NC(CC(=O)OCC(=O)Nc1ccc2c(c1)OCO2)c1ccccc1 (stereo unspecified)
0 | O=C1NC2(CCc3ccccc32)C(=O)N1CCOc1ccc(Cl)cc1 (stereo unspecified)
-2 | O=C(C[C@@H]1C[C@@H]2c3cc(NC(=O)NC4CCCC4)ccc3O[C@@H]2[C@@H](CO)O1)NCc1cccnc1
6 | COc1ccccc1N1CCN(CC(=O)Nc2ccc3c(c2)OCCO3)CC1
-8 | CCOC(=O)c1cc2cc(F)ccc2nc1C
-1 | O=C(CSc1nncs1)Nc1ccc2[nH]c(=O)[nH]c2c1
-50 | O=C(N/N=C/c1ccc(OC(=O)c2ccccc2Cl)cc1)c1ccccn1
1 | CCc1ccc(C(=O)NC(CCSC)C(=O)OC)cc1 (stereo unspecified)
14 | Cc1ccc(Cl)c(NC(=O)CN2C(=O)C(C)N(c3ccc(F)cc3)C2=O)c1Cl (stereo unspecified)
-4 | O=S(=O)(Cc1ncc(C(F)(F)F)cc1Cl)c1ccccc1
10 | COc1ccc(CNC(=O)CN(C)S(=O)(=O)c2ccc(Cl)cc2)cc1
-1 | COCC(=O)N1CCCC(C(=O)c2ccc(Oc3ccccc3)cc2)C1 (stereo unspecified)
0 | O=C(Nc1nccs1)c1c(O)c2cccc3c2n(c1=O)CCC3
2[25 µM] | O=C(C1CCCCC1)N1[C@@H](CO)[C@@H]2c3ccccc3N(S(=O)(=O)c3ccccc3)C[C@@H]21
-15 | COc1ccc(CCNC(=O)c2cc(-c3ccccn3)nc3ccccc23)cc1
-3 | Cc1nnc(SCc2nnc(-c3cccs3)o2)n1C
0 | CC1(c2ccc(OC(F)F)cc2)NC(=O)N(CC(=O)N2c3ccccc3NC(=O)C2(C)C)C1=O (stereo unspecified)
2[25 µM] | O=C(Nc1ccc(F)cc1)N1CCCCN2[C@H](CO)[C@@H](c3ccc(C#CC4CC4)cc3)[C@H]2C1
6 | COc1ccccc1N(C)S(=O)(=O)c1ccc(C(=O)N2CCCc3ccccc32)cc1
2[25 µM] | C[C@@H](NC(=O)C[C@@H]1CC[C@@H]2[C@H](COC[C@@H](O)CN2Cc2ccc(C(F)(F)F)cc2)O1)c1ccccc1
5[25 µM] | COc1cccc(-c2ccc3c(c2)[C@H]2[C@H](CCN2S(=O)(=O)c2ccccc2F)[C@@H](CO)N3)c1
1 | CCOP(=O)(c1ccccc1)C1(C#N)CC1 (stereo unspecified)
-1[25 µM] | COc1ccc(CN(C)C[C@H]2OCCCC[C@@H](C)Oc3ccc(NC(=O)C4CCCCC4)cc3C(=O)N([C@H](C)CO)C[C@@H]2C)cc1
7[25 µM] | CCC(=O)N1CCCCN2[C@H](CO)[C@@H](c3ccc(C#Cc4ccccc4)cc3)[C@H]2C1
4 | CCN(CC)CCN=c1c(C)nc(C#N)c(N)n1O
-8 | N#Cc1nc(-c2ccc(OCc3ccccc3)cc2)oc1N1CCC(C(N)=O)CC1
14 | CCOC(=O)/C(=C\c1ccccc1)C(=O)CCN1CCOCC1
2 | c1ccc(OCc2nnnn2-c2ccccc2)cc1
1 | O=C(Nc1ccccc1C(F)(F)F)N1CCN(c2ccccn2)CC1
2 | COc1ccc(/C=N\NC(=O)C2C(=O)NCC2c2ccccc2)cc1O (stereo unspecified)
6 | CC(C)(C)C(=O)COC(=O)c1ccccc1O
-24 | CN(Cc1cccs1)C(=O)CCc1c[nH]c2ccccc12
9 | O=C(NCc1ccccc1)c1cc(C2COCCN2C(=O)c2cccs2)on1 (stereo unspecified)

Next section.
CD40 NFkB inh | molecule
41[25 µM] | C[C@@H]1CN([C@@H](C)CO)C(=O)c2c(c3ccccc3n2C)-c2ccccc2CO[C@H]1CN(C)C(=O)Nc1cccc(Cl)c1Cl
-16[25 µM] | CN(C)C(=O)c1cccc(-c2ccc3c(c2)[C@H]2[C@H](CCN2C(=O)c2ccc4c(c2)OCO4)[C@@H](CO)N3)c1
-8[25 µM] | COCC#Cc1ccc2c(c1)O[C@H](CN(C)C(=O)COC)[C@H](C)CN([C@@H](C)CO)S2(=O)=O
-1 | O=C1CCC(C(=O)N2CCC(O)(c3ccccc3)CC2)CN1CCc1ccccc1 (stereo unspecified)
-2 | COc1ccc(OC(=O)N(C)C[C@H]2OCc3ccccc3-c3ccccc3C(=O)N([C@@H](C)CO)C[C@H]2C)cc1
1 | CC(C)(C)NC(=O)NCc1ccco1
3 | O=C(c1csc2ccccc12)N1CCN(c2ccccn2)CC1
3[25 µM] | Cc1ccc(-c2ccc3c(c2)O[C@H](CN(C)Cc2cncnc2)[C@@H](C)CN([C@@H](C)CO)S3(=O)=O)cc1
10 | COc1cccc(C2=NOC(C(=O)Nc3cc(C)on3)C2)c1 (stereo unspecified)
-2[25 µM] | O=C(C[C@@H]1C=C[C@H](NC(=O)CCN2CCCCC2)[C@@H](CO)O1)Nc1nccs1
-16 | O=C(Cc1sc(-c2ccccc2)nc1-c1ccccc1)Nc1ccccc1
-59 | CC1CC(=O)c2cnc(Nc3ccccc3)nc2C1 (stereo unspecified)
6 | COc1ccc(NC(=O)c2cc(S(=O)(=O)N3CCCC3)ccc2C)cn1
4 | Cc1cccnc1NC(=O)CNC(=O)COc1ccccc1
2 | CC(C)c1ccccc1NC(=O)CCCC(=O)O
5 | CCOC(=O)C(CC)Sc1nc(-c2ccc(OC)cc2)nc2c1c(=O)n(C)c(=O)n2C (stereo unspecified)
3 | O=C(COc1ccc2ccccc2c1)N1CCN(C(=O)c2cccs2)CC1
-6 | COCCNC(=O)C1CCCN(C(=O)c2cncc(Br)c2)CC1 (stereo unspecified)
-1 | COc1ccc(S(=O)(=O)N2CCC(NC(=O)c3ccccc3)CC2)cc1
9 | CCN(CC(=O)NC(C)(C)C)C(=O)COc1c(Cl)cc(Cl)c2ccc(C)nc12
-55 | Cc1nn(-c2ccccc2)c(Cl)c1/C=N\NC(=O)c1cnccn1
74*! | N#Cc1cccc(-c2ccc(C3[C@H]4CNC[C@@H]3N4Cc3ccc4c(c3)OCO4)cc2)c1 (stereo partly specified)
3 | CCC1(c2ccccc2)NC(=O)N(CC(=O)NC2CCCC2)C1=O (stereo unspecified)
1 | O=C(Cn1nnc2ccccc21)N/N=C/c1ccco1
3 | O=S1(=O)NC(=NCc2ccco2)c2ccccc21

Shown with bars between the fields: entries from further up.
structure | CD40 NFkB inh
COc1cccc(C2=NOC(C(=O)Nc3cc(C)on3)C2)c1 (stereo unspecified) | 10
O=C(C[C@@H]1C=C[C@H](NC(=O)CCN2CCCCC2)[C@@H](CO)O1)Nc1nccs1 | -2[25 µM]
O=C(Cc1sc(-c2ccccc2)nc1-c1ccccc1)Nc1ccccc1 | -16
CC1CC(=O)c2cnc(Nc3ccccc3)nc2C1 (stereo unspecified) | -59
COc1ccc(NC(=O)c2cc(S(=O)(=O)N3CCCC3)ccc2C)cn1 | 6
Cc1cccnc1NC(=O)CNC(=O)COc1ccccc1 | 4
CC(C)c1ccccc1NC(=O)CCCC(=O)O | 2
CCOC(=O)C(CC)Sc1nc(-c2ccc(OC)cc2)nc2c1c(=O)n(C)c(=O)n2C (stereo unspecified) | 5
O=C(COc1ccc2ccccc2c1)N1CCN(C(=O)c2cccs2)CC1 | 3
COCCNC(=O)C1CCCN(C(=O)c2cncc(Br)c2)CC1 (stereo unspecified) | -6
COc1ccc(S(=O)(=O)N2CCC(NC(=O)c3ccccc3)CC2)cc1 | -1
CCN(CC(=O)NC(C)(C)C)C(=O)COc1c(Cl)cc(Cl)c2ccc(C)nc12 | 9
Cc1nn(-c2ccccc2)c(Cl)c1/C=N\NC(=O)c1cnccn1 | -55
N#Cc1cccc(-c2ccc(C3[C@H]4CNC[C@@H]3N4Cc3ccc4c(c3)OCO4)cc2)c1 (stereo partly specified) | 74*!
CCC1(c2ccccc2)NC(=O)N(CC(=O)NC2CCCC2)C1=O (stereo unspecified) | 3
O=C(Cn1nnc2ccccc21)N/N=C/c1ccco1 | 1
O=S1(=O)NC(=NCc2ccco2)c2ccccc21 | 3

(further entries)
CD40 NFkB inh | molecule
2 | CC(C)(C)c1ccc(Oc2ncccc2NC(=O)c2cccs2)cc1
0[25 µM] | COc1ccc2c3c(n(C)c2c1)[C@@H](CO)N(C(=O)c1ccc(F)cc1)CC31CN(C(=O)Nc2ccc(F)cc2)C1
-8 | CCCCn1cnc2c1c(=O)[nH]c(=O)n2CCCC
24 | CC(CNC(=O)c1cc(COc2ccc3ncccc3c2)on1)c1ccccc1 (stereo unspecified)
-7 | COc1ccc(-c2cc(NC=O)c3ncc(-c4ccc(C(C)=O)cc4)n3c2)cn1
0 | CCc1nnc(NC=C2C(=O)OC(C)(C)OC2=O)s1
-10 | COc1ccc(OC2CCN(C(=O)Nc3ccc(C)cc3)CC2)cc1
1 | COc1ccc(C(=O)NCC(=O)N2CCCC(C(F)(F)F)C2)cc1OC (stereo unspecified)
2 | O=C(c1cc2ccccc2oc1=O)N1CCN(CCc2ccccc2)CC1
-8[25 µM] | C[C@H]1CN([C@@H](C)CO)C(=O)c2cc(-c3ccccc3)cnc2O[C@H]1CN(C)C(=O)Nc1ccc2c(c1)OCO2
12 | CC(C)(C)NC(=O)NCc1cccnc1
-10 | CC(=O)N1CCN(c2ccc(OC[C@H]3CO[C@](Cn4ccnc4)(c4ccc(Cl)cc4Cl)O3)cc2)CC1
-7[25 µM] | CC(C)NC(=O)N1[C@@H](CO)[C@@H](c2ccccc2)C12CN(C(=O)Cc1cccnc1)C2
4 | CCOC(=O)N1CCC(NC(=O)CCC(=O)N2CCOc3ccccc32)CC1
1 | Cc1ccccc1C(=O)NNC(=O)C1CC(=O)N(c2ccc3c(c2)OCCO3)C1 (stereo unspecified)
6 | O=S(=O)(NCCc1csc(-c2cccnc2)n1)c1cccc(F)c1
24 | CC(=O)c1ccc(NC(=O)c2ccc(N3C(=O)c4cccnc4C3=O)cc2)cc1
22 | Nc1ncccc1C(=O)OCC(=O)N1CCN(S(=O)(=O)c2ccc(Cl)cc2)CC1
-1 | Cc1ccc(S(=O)(=O)N2CCOCC2)cc1NC(=O)COC(=O)c1cnccn1
-35 | O=C(COc1ccccc1)NCCSCc1ccccc1Cl
-56 | CCNC(=S)Nc1ccc(-c2nc3ccccc3[nH]2)cc1
2 | CC(C)CN(C(=O)COC(=O)CNC(=O)c1ccccc1)c1c(N)n(Cc2ccccc2)c(=O)[nH]c1=O
7 | Cc1sc(Cc2nc(O)cs2)nc1-c1ccccc1
3[25 µM] | COc1ccc(S(=O)(=O)N(C)C[C@H]2OCCCC[C@H](C)Oc3ccc(NC(=O)Cc4ccccc4)cc3C(=O)N([C@H](C)CO)C[C@H]2C)cc1
6 | CCCCCC(=O)Nc1cc(S(=O)(=O)N2CCOCC2)ccc1Oc1ccc(OCC)cc1
-64 | CC(NC(=O)c1cc(COc2c(F)cccc2F)on1)c1cnn(-c2ccccc2)c1 (stereo unspecified)
-10[25 µM] | C[C@H](NC(=O)[C@@H]1[C@@H](CO)[C@@H]2Cn3c(ccc(-c4ccccc4)c3=O)[C@@H]2N1C)c1ccccc1
15 | O=C(c1ccco1)N1CCN(S(=O)(=O)Cc2ccccc2Cl)CC1
2 | O=C(NCc1ccccn1)c1ccccc1OCc1ccccc1Cl
13 | N#C[C@@H]1[C@H](c2ccccc2C2=CCCC2)[C@H](CO)N1C(=O)NC1CCCC1
7 | O=C(CCNS(=O)(=O)c1cccc2nonc12)NCc1cccs1
-4[25 µM] | CCCNC(=O)N(C)C[C@@H]1Oc2ncc(C#CC3CCCCC3)cc2C(=O)N([C@@H](C)CO)C[C@H]1C
81* | CCCCCN1C=CC(=C2C(=O)c3ccccc3C2=O)C=C1
-6 | COC(=O)c1ccc(C(=O)NN)cc1
11 | O=S(=O)(CCc1nc2ccccc2o1)c1ccc2ccccc2c1
-1 | CCCCn1c(N)c(N(CC(C)C)C(=O)CCS(=O)(=O)c2ccc(C)cc2)c(=O)[nH]c1=O
-13 | CCN(CC(=O)Nc1ccccc1C(F)(F)F)C(=O)Cc1sc(C)nc1-c1ccc(F)cc1
13 | Cn1c(CN2CCN(CC#N)CC2)c(C#N)c2ccccc21
